Vif-APOBEC3F blk: Vif-A3F binding inhibition; HeLa A3F-eYFP + Vif (tagged APOBEC3F with the HIV-1 protein that degrades it), YFP fluorescence increase; Potency, µM (top dose mostly 46.1 µM), without a hit: at the top dose activity, negative = active; hit rate 0.2% among 390,000; also: potency is read from the fitted curve at half-maximal effect; % of control where 0% means no effect; nearly all actives have a fitted effect of over 65% in size
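HeLa cells stably expressing Vif plus C-terminally eYFP-tagged A3F were seeded, incubated overnight at 37 deg C, dosed with compound, incubated overnight again at 37 deg C. Yellow fluorescence (Ex 488/Em 500-530) reported blocked Vif-mediated A3F-eYFP degradation.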
PI4K2A block: blocks human PI4K2A kinase activity | Q9BTU6 | purified PI4K2A, ADP-Glo luminescence, 1 h; hits give low values | activity change, negative = inhibition, % at 76.9 µM | hit rate 0.13% among 420,000; in the data active = activity change below about -50%; inconclusive = mostly about -30% to -49%;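 also: -100% = wells without enzyme as full effect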
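ADP-Glo luminescence measured ADP generated by PI4K2A enzyme (4 ug/mL before mixing) with 1.2 mM PI substrate (pre-mix) and 300 microM ATP (pre-mix). Tris pH7.5 buffer with MgCl2, Triton X-100; 1 h reaction at ambient temperature.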
RXFP1 agonist: RXFP1 (human) receptor agonism; HEK293T-RXFP1 cAMP TR-FRET, 30 min; response scale: percent of porcine relaxin response, buffer zero; Potency, µM (top dose mostly 57.5 µM), for inactives: at the top dose activation, most hits filed as activators; hit rate 0.3% among 370,000; AID 2676; also: potency is read from the fitted curve at half-maximal effect; % is scaled to controls: 0 for no effect and ±100 for the full control effect; nearly all actives have a fitted effect of over 60% in size; many of its hits are not listed in these tables
Target sequence (Q9HBX9 whole entry, looked up): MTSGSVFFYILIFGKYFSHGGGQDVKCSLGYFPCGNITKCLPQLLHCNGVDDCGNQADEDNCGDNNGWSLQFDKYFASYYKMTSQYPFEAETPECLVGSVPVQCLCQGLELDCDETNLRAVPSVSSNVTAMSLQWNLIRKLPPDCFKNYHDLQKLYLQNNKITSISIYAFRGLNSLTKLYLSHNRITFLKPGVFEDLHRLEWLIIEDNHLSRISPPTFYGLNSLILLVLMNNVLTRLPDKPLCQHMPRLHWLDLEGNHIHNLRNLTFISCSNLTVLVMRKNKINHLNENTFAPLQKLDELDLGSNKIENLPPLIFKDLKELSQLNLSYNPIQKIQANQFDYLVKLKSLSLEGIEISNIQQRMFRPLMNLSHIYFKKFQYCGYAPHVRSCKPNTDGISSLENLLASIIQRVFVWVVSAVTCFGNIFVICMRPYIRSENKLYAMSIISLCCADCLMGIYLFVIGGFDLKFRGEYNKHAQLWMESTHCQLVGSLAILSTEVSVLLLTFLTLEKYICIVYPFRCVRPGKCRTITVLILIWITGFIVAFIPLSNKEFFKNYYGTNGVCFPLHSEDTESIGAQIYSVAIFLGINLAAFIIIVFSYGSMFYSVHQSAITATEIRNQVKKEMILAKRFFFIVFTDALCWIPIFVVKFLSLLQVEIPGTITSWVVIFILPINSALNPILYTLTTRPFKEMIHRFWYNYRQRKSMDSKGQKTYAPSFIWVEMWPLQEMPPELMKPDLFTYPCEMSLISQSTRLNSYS
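HEK293T cells stably expressing RXFP1 were pretreated with the PDE4 inhibitor Ro 20174, exposed to compounds for 30 min at 37C, lysed, and cAMP was read by TR-FRET. Data normalized to buffer (basal) and 29 nM porcine relaxin (100%).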
LDHA block: LDHA (human) enzyme inhibition | purified LDHA, NADH/diaphorase-resazurin fluorescence; hits give low values | P00338 | activity change, % (values are at about 110 or 230 µM) | hit rate 0.15% among 480,000 | AID 1347041; in the data active = activity change below about -30%; inconclusive = mostly about -25% to -30%;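 also: plate controls were DMSO wells for no effect and wells without enzyme for full effect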
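LDH5 2 nM; NADH 0.06 mM, pyruvate 0.2 mM; 200 mM Tris pH 7.4, EDTA, Tween-20; 5 min RT. Detection: diaphorase 0.133 mg/mL + resazurin 37 µM, fluorescence ex540/em590 at 0 and 20 min; normalized to enzyme-free and DMSO wells.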
Vif-APOBEC3G blk: Vif-A3G binding inhibition; HeLa A3G-eYFP + Vif (tagged APOBEC3G with the HIV-1 protein that degrades it), YFP fluorescence, overnight; Potency, µM (doses to about 46.1 µM), inactives show at the top dose activity, negative = active, usual class: inhibitors; hit rate 0.076% among 410,000; AID 602310;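 also: potency is read from the fitted curve at half-maximal effect; % is scaled to controls: 0 for no effect and ±100 for the full control effect; nearly all actives have a fitted effect of over 60% in size; hits raise eYFP signal because A3G escapes Vif-driven loss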
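HeLa cells stably expressing Vif and C-terminally eYFP-tagged A3G, seeded overnight at 37 deg C, then exposed to compound by pintool overnight at 37 deg C. Rise in yellow fluorescence (Ex 488/Em 500-530, Acumen) marks blocked Vif-driven A3G degradation.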
USP1-UAF1 inh: USP1/UAF1 (human) deubiquitinase inhibition; O94782; recombinant USP1/UAF1, Ub-Rhodamine cleavage fluorescence; Potency, µM (top dose mostly 57.1 µM), for the others: at the top dose activity change, negative = inhibition, hits mostly inhibitors; hit rate 0.23% among 390,000; also: potency is read from the fitted curve at half-maximal effect; % is scaled to controls: 0 for no effect and ±100 for the full control effect; nearly all actives have a fitted effect of over 60% in size; inactives centre near -12
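In this screen, compounds sit with the deubiquitinase complex (1nM) for 15 min at room temperature before Ub-Rho is added at 150nM final. Fluorescence rise is then followed for 6 reads every 60 seconds.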
GRP78 ERSR act: induces the endoplasmic reticulum stress response in human glioma cells | U87-MG GRP78 promoter luciferase reporter, 16 h | Potency, µM, for inactives: at the highest dose activation, most hits filed as activators | hit rate 0.02% among 420,000 | AID 602332; also: potency is read from the fitted curve at half-maximal effect; series mostly up to about 76 µM; % of control where 0% means no effect; nearly all actives have a fitted effect of over 35% in size
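Stably transfected U87-MG human glioma cells carrying a GRP78-based luminescent sensor were seeded at 1000 cells/well, pin-dosed with compounds and incubated 16 h. Luciferase reagent was then added, and end-point luminescence was read after 10 min at room temperature.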
TrxR1 substrate: is turned over as a substrate by rat TrxR1; O89049; purified TrxR1 substrate turnover, NADPH consumption readout; Potency, µM (series often up to 114 µM), without a hit: at the highest dose activity change, negative = substrate turnover; hit rate 0.01% among 390,000; AID 588456; also: potency is read from the fitted curve at half-maximal effect; % is scaled to controls: 0 for no effect and ±100 for the full control effect; nearly all actives have a fitted effect of over 50% in size
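Rat TrxR1, dispensed at 90 nM, was prereduced with 400 uM NADPH (final) for 5 min at ~22 deg C, then incubated with compound 15 min before 400 uM selenite. A first-read NADPH fluorescence drop versus no-compound background flagged substrates.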
IDH1 R132H inh: blocks human mutant IDH1 R132H enzyme | Potency, µM (series often up to 76.6 µM), for the others: at the highest dose activity change, negative = inhibition, usual class: inhibitors | hit rate 0.093% among 390,000 | O75874 | AID 602179 | IDH1-R132H enzyme, NADPH consumption, diaphorase/resazurin fluorescence; also: potency is read from the fitted curve at half-maximal effect; % is scaled to controls: 0 for no effect and ±100 for the full control effect; nearly all actives have a fitted effect of over 65% in size
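IDH1-R132H (0.5 ug/mL) preincubated 30 min with compound, then NADPH (0.016 mM) and alpha-KG (2 mM) added; 80 min at RT, pH 7.5. Remaining NADPH coupled via diaphorase/resazurin to fluorescence (540/590 nm); concentration-response curves normalized to no-enzyme control.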
The depositor's hits bear a star; ? = inconclusive; nt = no result given; & = joins results of further samples; [ ] = another dose, or the depositor's remark. Unless noted, calls follow the shape of the dose curve; as a rule, active = well fitted curve in the direction sought with a large enough effect; inconclusive = small, poorly fitted or top-dose-only effect, or another doubt; inactive = no such curve, though single readings can be large; an effect the other way counts as inactive or inconclusive.

The line under a structure holds: Vif-APOBEC3F blk, PI4K2A block, RXFP1 agonist, LDHA block, Vif-APOBEC3G blk, USP1-UAF1 inh, GRP78 ERSR act, TrxR1 substrate, IDH1 R132H inh
COCCCNC(=O)c1cn(C)c(=O)c2cc(OC)c(OC)cc12
→ 3%, 2, 2.6%, 10, -1%, ?, -3%, -4%, 3%
Cc1cc(C)cc(NC(=S)NC(=O)CCN2C(=O)c3ccccc3C2=O)c1
→ nt, 0, -1.0%, 2, 0%, -11%, -4%, 5%, 4%
Cc1ccc(NC(=O)C2CCCN(C(=O)c3ccc(Cl)cc3)C2)cc1C (configuration not stated)
→ 15%, 0, -1.7%, -1&0, 7%, -26%, 0%, -4%, -1%
CCOC(=O)c1ccc(NS(C)(=O)=O)cc1
→ -2%, -17, 1.8%, -2, 1%, -16%, -1%, 0%, 8%
CCCCCC(=O)NNC1CC(=O)N(c2cccc(OCC)c2)C1=O (configuration not stated)
→ 10%, 6, -2.3%, -3, 1%, -3%, -4%, 6%[11.4 µM], 30%
Cc1ccc(C)c(NC(=O)C(c2ccccc2)N2CCN(CC(=O)NC3CC3)CC2)c1 (configuration not stated)
→ 2%, 1, 0.3%, 0, 0%, -13%, -2%, -2%, 3%
COc1ccc(OC)c(CN2CCN(C(=O)c3ccc(NS(=O)(=O)c4cccc([N+](=O)[O-])c4)cc3)CC2)c1
→ 3%, 2, 0.8%, -4, 1%, -9%, -4%, -7%, 1%
CCc1noc(-c2ccc(NCc3ccccc3)c([N+](=O)[O-])c2)n1
→ ?, 0, 14%, -13, 1%, -11%, 0%, -8%, 0%
CCOC(=O)c1c(S(=O)(=O)NCC(=O)N2CCN(c3ccccc3OC)CC2)c(C)n(C)c1C
→ 7%&1%, -4&5, 0.8%&1.2%, -1&-1, -5%&-3%, -26%&-24%, -2%&-2%, 2%, -6%&7%
OCC1(CCOc2ccccc2)CCN(C2Cc3ccccc3C2)CC1
→ -5%, -6, -0.4%, -7, 0%, -5%, -4%, 4%, 3%
Cc1ccc(NC(=O)CCNC(=O)c2ccccc2Cl)cc1S(=O)(=O)N1CCOCC1
→ -8%, -1, 2.4%, -1, 1%, -4%, -3%, -7%, -9%
CCc1cc(=O)oc2cc(OC(=O)c3ccco3)ccc12
→ -6%, 6, 1.4%, -1, 0%, -24%, -1%, 15%, -6%
O=C(CCCc1ccccc1)Nc1cccnc1Cl
→ -3%, 1, -1.1%, -1, -5%, 2%, 14%, 12%, 4%
OC1CCN(Cc2cccc3ccccc23)CC1
→ 1%, -4, 9.7%, -23, 2%, -3%, -1%, 3%, 5%
Cc1ccc(NC(=O)C2(C)CCN2Cc2ccc(OC(C)C)cc2)cc1 (configuration not stated)
→ nt, -1, nt, 0, -1%, nt, 0%, nt, nt
Cc1ccc(NC(=O)Cn2c(=O)n(CC3CCCO3)c(=O)c3ccccc32)cc1 (configuration not stated)
→ -1%, -1, 7.0%, -3, 3%, -9%, -3%, -3%, 2%
Cc1cccn2c(=O)c(C=NCc3ccccc3)c(NCCO)nc12
→ 0%, -7, 2.6%, 0, 5%, -3%, -2%, 57%[activator], 10%
C=CCn1c(C)c(C(C)=O)c(SC)nc1=S
→ 1%, -3, 0.1%, -4, 0%, -27%, -4%, -1%, -2%
Cc1ccc(Cl)cc1NS(=O)(=O)c1ccc(-n2cccn2)cc1
→ -4%, -1, -3.3%, 2, -5%, -13%, -5%, -8%[57.1 µM], 8%
Cc1ccccc1/C(N)=N/OC(=O)/C=C/c1ccccc1
→ 1%, -1, 1.2%, -4, -6%, -18%, ?, -10%, 5%
COc1ccccc1NC(=O)C1=C(C)Nc2nc(-c3cccs3)nn2C1c1cccc(O)c1 (configuration not stated)
→ -10%, -4, -0.5%, 3, -10%, -10%, -4%, -3%, 1%
Cc1ccc(C)c(N2N=C(C(=O)Nc3cccnc3)CCC2=O)c1
→ -4%, -2, 0.1%, -5, -1%, -16%, -4%, 1%, -4%
CCOc1ccc(C2=C(C(=O)CC)Sc3nncn3N2C(=O)CC)cc1
→ 1%, 42, 2.8%, 1, 9%, ?, -5%, -5%[57.1 µM], ?
CCOC(=O)c1ccc(N2CCN(C(C)=O)CC2)c(NC(=O)c2cccnc2)c1
→ -2%, 5, 7.3%, 0, -3%, -13%, -3%, 1%, -4%
CC1(C)CC(=O)N(Cc2ccccc2)C(=O)C1
→ 17%, 0, 1.7%, -4, -3%, -18%, -2%, -1%, -14%
COc1ccc(CCNC(=O)CSc2nc3c(c(=O)n(C)c(=O)n3C)n2C)cc1OC
→ 2%, 1, 0.2%, -5, 0%, -17%, -5%, -2%[57.1 µM], 1%
CC(C)NC(=O)C(c1ccc(F)cc1)N(C(=O)CCC(=O)Nc1ccccn1)c1ccccc1F (configuration not stated)
→ 1%, 1, 3.5%, -6, -4%, -21%, -5%, 7%[57.1 µM], -1%
O=C(COC(=O)c1cc([N+](=O)[O-])ccc1N1CCOCC1)Nc1ncc(Cl)cc1Cl
→ -15%, -2, 0.6%, 0, -3%, -14%, -6%, -4%, 1%
Cc1cccc(C(=O)N[C@H](C(=O)Nc2nc(C)cs2)C(C)C)c1
→ 2%, 2, -0.2%, -5, -1%, -22%, -2%, 2%, 0%
CC(C)C(CC(=O)N1CCCCC1)C1CCOC(C)(C)C1 (configuration not stated)
→ -2%, -1, 0.1%, -2, 1%, -4%, 2%, -1%, 2%
O=C(COC(=O)C12CC3CC(CC(C3)C1)C2)Nc1nccs1
→ 1%, 4, 0.2%, -2, -3%, -8%, 4%, 3%, 8%
CCOC(=O)c1sc(NC(=S)NC(=O)C2CC2)cc1C
→ 4%, -1, 0.6%, -3, -12%, -19%, -3%, 1%, -3%
O=C(NC(Cc1ccccc1)C(=O)Oc1ccc2c(C(F)(F)F)cc(=O)oc2c1)OCc1ccccc1 (configuration not stated)
→ 3%, 1, 8.1%, 1, 0%, -15%, -1%, 20%, 4%
CCOc1cc(NC(=S)NCc2ccco2)c(OCC)cc1NC(=O)c1ccco1
→ 14%, -20, 1.1%, -3, -6%, -15%, -3%, 4%, 5%
CC1CCN(C(=O)c2[nH]cnc2C(=O)N[C@@H](C)c2ccccc2)CC1
→ -1%, 2, -2.6%, -3, 6%, -10%, -3%, 10%[57.1 µM], -9%
O=C(NC1CCN(S(=O)(=O)c2ccc(F)cc2)CC1)c1ccco1
→ -6%, -1, 2.9%, -10, -1%, -1%, -1%, 2%, -2%
COc1ccc(OCCC(=O)OCC(=O)NCc2ccco2)cc1
→ -2%, -2, 0.7%, -4, 0%, -9%, -2%, 2%[57.1 µM], 5%

Some of the entries above, set out differently.
SMILES | Vif-APOBEC3F blk | PI4K2A block | RXFP1 agonist | LDHA block | Vif-APOBEC3G blk | USP1-UAF1 inh | GRP78 ERSR act | TrxR1 substrate | IDH1 R132H inh
O=C(COC(=O)C12CC3CC(CC(C3)C1)C2)Nc1nccs1 | 1% | 4 | 0.2% | -2 | -3% | -8% | 4% | 3% | 8%
CCOC(=O)c1sc(NC(=S)NC(=O)C2CC2)cc1C | 4% | -1 | 0.6% | -3 | -12% | -19% | -3% | 1% | -3%
O=C(NC(Cc1ccccc1)C(=O)Oc1ccc2c(C(F)(F)F)cc(=O)oc2c1)OCc1ccccc1 (configuration not stated) | 3% | 1 | 8.1% | 1 | 0% | -15% | -1% | 20% | 4%

Among those listed so far, these contain a nitro group on carbon:
The line under a structure holds: Vif-APOBEC3F blk, PI4K2A block, RXFP1 agonist, LDHA block, Vif-APOBEC3G blk, USP1-UAF1 inh, GRP78 ERSR act, TrxR1 substrate, IDH1 R132H inh
COc1ccc(OC)c(CN2CCN(C(=O)c3ccc(NS(=O)(=O)c4cccc([N+](=O)[O-])c4)cc3)CC2)c1
→ 3%, 2, 0.8%, -4, 1%, -9%, -4%, -7%, 1%
CCc1noc(-c2ccc(NCc3ccccc3)c([N+](=O)[O-])c2)n1
→ ?, 0, 14%, -13, 1%, -11%, 0%, -8%, 0%
O=C(COC(=O)c1cc([N+](=O)[O-])ccc1N1CCOCC1)Nc1ncc(Cl)cc1Cl
→ -15%, -2, 0.6%, 0, -3%, -14%, -6%, -4%, 1%

These rows are one share of the data (hit frequency here may not be typical).
